PAD4 FP inh: inhibitors of human PAD4. recombinant PAD4, RCA probe fluorescence polarization. AID 485272. hit rate 0.41% among 330,000. inhibition, % at 6.36 µM;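 active means percent inhibition above a cutoff equal to the mean of all tested compounds plus 3 SD, cut at about 15% in these data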;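 further: 0% = PAD4 with RCA probe and DMSO and 100% = probe without PAD4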
Target sequence (Q9UM07 whole entry, looked up): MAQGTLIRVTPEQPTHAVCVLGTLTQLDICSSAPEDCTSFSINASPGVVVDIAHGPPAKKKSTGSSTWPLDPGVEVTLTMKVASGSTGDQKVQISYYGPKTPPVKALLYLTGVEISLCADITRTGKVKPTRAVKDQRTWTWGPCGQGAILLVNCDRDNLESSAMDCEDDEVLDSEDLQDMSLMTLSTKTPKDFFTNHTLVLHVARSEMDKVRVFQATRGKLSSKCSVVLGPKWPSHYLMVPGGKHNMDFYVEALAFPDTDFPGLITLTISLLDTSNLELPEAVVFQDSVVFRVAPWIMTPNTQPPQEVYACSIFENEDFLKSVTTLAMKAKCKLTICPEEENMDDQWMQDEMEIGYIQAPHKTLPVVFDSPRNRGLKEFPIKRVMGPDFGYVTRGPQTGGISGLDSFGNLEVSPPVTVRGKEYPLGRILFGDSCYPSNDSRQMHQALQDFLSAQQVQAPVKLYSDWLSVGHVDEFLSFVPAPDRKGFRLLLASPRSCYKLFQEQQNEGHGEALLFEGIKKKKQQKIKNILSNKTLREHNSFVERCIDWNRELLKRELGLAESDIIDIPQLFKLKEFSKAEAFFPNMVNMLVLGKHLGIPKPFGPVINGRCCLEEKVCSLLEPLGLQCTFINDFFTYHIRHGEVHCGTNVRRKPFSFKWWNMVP
PAFAH2 FP inh: inhibitors of human PAFAH2; Q99487; recombinant PAFAH2, FP-rhodamine activity probe, fluorescence polarization; inhibition, % at 3.39 µM; hit rate 0.99% among 340,000;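 active means inhibition above the mean over all tested compounds plus 3 SD, cut at about 30% in these data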;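 further: inhibitors block probe labeling of enzyme so polarization drops; 0% = enzyme with DMSO and 100% = wells lacking PAFAH2 protein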
LYPLA1 inh: blocks human lysophospholipase 1, a PME1 counter-screen; O75608; inhibition, % at 5.9 µM; AID 2174; recombinant LYPLA1, FP-Rh probe fluorescence polarization; hit rate 0.16% among 320,000;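 active means inhibition above the mean of all tested compounds plus 3 SD, set per campaign, cut at about 14% in these data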;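 further: inhibitors block serine hydrolase probe labeling of LYPLA1 so polarization falls; 0% = enzyme with DMSO and 100% = wells lacking LYPLA1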
GSTO1 counter: GSTO1 inhibition, counter-screen for RBBP9 inhibitors; hit rate 1.1% among 300,000; recombinant GSTO1, activity-based probe fluorescence polarization; inhibition, % at 5.96 µM; P78417; AID 1974;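 active means inhibition above the campaign mean inhibition plus 3 SD, cut at about 35% in these data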;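 further: 0% = GSTO1-1 with DMSO and 100% = wells lacking GSTO1-1 enzyme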
PAFAH1B2 inh: inhibitors of human PAFAH1B2; P68402; recombinant PAFAH1B2, FP-rhodamine activity probe, fluorescence polarization; inhibition, % at 3.39 µM; hit rate 1.2% among 340,000; AID 492953;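 active means inhibition above the mean of all tested compounds plus 3 SD, cut at about 24% in these data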;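 further: 0% = enzyme with DMSO and 100% = wells lacking PAFAH1B2; many of its hits are not listed in these tables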
PAFAH1B3 FP inh: inhibitors of human PAFAH1B3; recombinant PAFAH1B3, FP-rhodamine probe, fluorescence polarization; inhibition, % at 3.39 µM; hit rate 0.28% among 340,000;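 active means inhibition above the screen-wide average of all tested compounds plus 3 SD, cut at about 25% in these data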;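 further: 0% = enzyme with DMSO only and 100% = wells lacking PAFAH1B3 protein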
pPAFAH FP inh: inhibitors of human plasma PAF acetylhydrolase (pPAFAH); inhibition, % at 3.39 µM; hit rate 1.5% among 330,000; recombinant pPAFAH, FP-rhodamine probe fluorescence polarization;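 active means inhibition above the mean inhibition across the screen plus 3 SD, cut at about 25% in these data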;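 further: inhibitors block binding of the rhodamine activity-based probe so polarization drops; 0% = enzyme with DMSO and 100% = wells lacking pPAFAH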
PME-1 primary: PME-1 (human) inhibition | hit rate 0.53% among 320,000 | recombinant PME-1, FP-Rh probe fluorescence polarization | inhibition, % at 5.9 µM | AID 2130;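 active means inhibition above the campaign mean of all compounds plus 3 SD, cut at about 26% in these data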;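 further: competitive labeling of PME-1 active site by serine hydrolase directed probe; 0% = PME-1 with DMSO and 100% = wells lacking PME-1 enzyme; inhibitors block probe labeling so polarization falls and inhibition rises; many of its hits are not listed in these tables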
Target sequence (Q9Y570 whole entry, looked up): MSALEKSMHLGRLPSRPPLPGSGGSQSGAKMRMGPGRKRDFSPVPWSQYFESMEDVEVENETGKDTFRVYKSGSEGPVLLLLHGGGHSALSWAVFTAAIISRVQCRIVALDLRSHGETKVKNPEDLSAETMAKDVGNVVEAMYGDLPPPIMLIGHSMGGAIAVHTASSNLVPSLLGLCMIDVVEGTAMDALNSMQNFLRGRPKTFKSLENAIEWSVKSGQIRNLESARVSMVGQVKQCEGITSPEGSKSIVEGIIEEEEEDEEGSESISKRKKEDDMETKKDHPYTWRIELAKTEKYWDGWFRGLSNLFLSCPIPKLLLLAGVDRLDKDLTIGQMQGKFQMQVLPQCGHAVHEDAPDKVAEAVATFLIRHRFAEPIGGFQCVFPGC
LYPLA2 counter: counter-screen for PME1 inhibitors: inhibitors of human LYPLA2. hit rate 0.38% among 320,000. inhibition, % at 5.9 µM. AID 2177. recombinant LYPLA2, FP-Rh probe fluorescence polarization;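 active means inhibition above the screen-wide mean plus 3 SD, limit set per campaign, cut at about 26% in these data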;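 further: 0% = LYPLA2 with DMSO and 100% = wells lacking LYPLA2 enzyme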
* marks the source's active call; other numbers are inactive results.

Results for Cc1ccc(Sc2c(C)[nH]n(C(C)(C)C)c2=O)cc1 ?
PAD4 FP inh: -1; PAFAH2 FP inh: -7; LYPLA1 inh: -3; GSTO1 counter: -3; PAFAH1B2 inh: 2; PAFAH1B3 FP inh: 5; pPAFAH FP inh: -1; PME-1 primary: -1; LYPLA2 counter: 0

How did CCn1cc(CN2CCC(C(=O)Nc3ccc(Oc4ccccc4F)cc3)CC2)c(C)n1 do in these assays?
PAD4 FP inh: 0; PAFAH2 FP inh: -2; LYPLA1 inh: -4; GSTO1 counter: 2; PAFAH1B2 inh: -2; PAFAH1B3 FP inh: 8; pPAFAH FP inh: 8; PME-1 primary: -1; LYPLA2 counter: -1

How did CCC(=O)N=c1sc2cc(F)cc(F)c2n1C do in these assays?
PAD4 FP inh: -5; PAFAH2 FP inh: -1; LYPLA1 inh: 2; GSTO1 counter: 0; PAFAH1B2 inh: 6; PAFAH1B3 FP inh: 0; pPAFAH FP inh: 2; PME-1 primary: 3; LYPLA2 counter: 2

What do the screens show for `Cc1cc(=O)[nH]c(N/N=C/c2c(C)nn(-c3ccccc3)c2C)n1`?
PAD4 FP inh: 1; PAFAH2 FP inh: -1; LYPLA1 inh: 0; GSTO1 counter: -4; PAFAH1B2 inh: -1; PAFAH1B3 FP inh: -1; pPAFAH FP inh: 6; PME-1 primary: 11; LYPLA2 counter: -3

How did Cc1onc(-c2ccccc2)c1CNC(=O)Nc1ccccc1 do in these assays?
PAD4 FP inh: 0; PAFAH2 FP inh: -2; LYPLA1 inh: 1; GSTO1 counter: 3; PAFAH1B2 inh: 7; PAFAH1B3 FP inh: 0; pPAFAH FP inh: 2; PME-1 primary: -10; LYPLA2 counter: -3

Results for CC(C)CNC(C(=O)Nc1ccc([N+](=O)[O-])cc1Br)c1ccccc1 (stereo not given) ?
PAD4 FP inh: -2; PAFAH2 FP inh: 7; LYPLA1 inh: -1; GSTO1 counter: -1; PAFAH1B2 inh: -1; PAFAH1B3 FP inh: -4; pPAFAH FP inh: 0; PME-1 primary: -3; LYPLA2 counter: 3

Results for CCc1n[nH]c(=S)n1/N=C/c1c(C)nn(-c2ccccc2)c1Cl ?
PAD4 FP inh: 5; PAFAH2 FP inh: 2; LYPLA1 inh: -2; GSTO1 counter: 4; PAFAH1B2 inh: 1; PAFAH1B3 FP inh: 2; pPAFAH FP inh: -2; PME-1 primary: 8; LYPLA2 counter: 2

What do the screens show for `CCOC(=O)CCc1c(C)n(CC)c2ncnn2c1=O`?
PAD4 FP inh: -4; PAFAH2 FP inh: 3; LYPLA1 inh: -1; GSTO1 counter: 8; PAFAH1B2 inh: 2; PAFAH1B3 FP inh: 21; pPAFAH FP inh: -2; PME-1 primary: -1; LYPLA2 counter: 2

Results for O=c1nc(N2CCOCC2)ccn1-c1nc(-c2ccccc2)oc1-c1ccccc1 ?
PAD4 FP inh: 9; PAFAH2 FP inh: 1; LYPLA1 inh: -3; GSTO1 counter: 5; PAFAH1B2 inh: 10; PAFAH1B3 FP inh: 3; pPAFAH FP inh: 6; PME-1 primary: 1; LYPLA2 counter: -3

What do the screens show for `Cc1c(/C=C/C(=O)c2ccccc2)cnn1C`?
PAD4 FP inh: 4; PAFAH2 FP inh: 1; LYPLA1 inh: 1; GSTO1 counter: -4; PAFAH1B2 inh: 1; PAFAH1B3 FP inh: -5; pPAFAH FP inh: 4; PME-1 primary: 5; LYPLA2 counter: 1

What do the screens show for `CC1(C)CC2CC(C)(CN2C(=O)Cc2ccccc2)C1` (stereo not given)?
PAD4 FP inh: 1; PAFAH2 FP inh: 1; LYPLA1 inh: 2; GSTO1 counter: 5; PAFAH1B2 inh: 5; PAFAH1B3 FP inh: -2; pPAFAH FP inh: 0; PME-1 primary: -1; LYPLA2 counter: 4

What do the screens show for `O=C(Nc1c(F)cccc1F)c1ccc(-n2cncn2)nc1`?
PAD4 FP inh: 3; PAFAH2 FP inh: 0; LYPLA1 inh: -2; GSTO1 counter: 6; PAFAH1B2 inh: 3; PAFAH1B3 FP inh: 5; pPAFAH FP inh: 4; PME-1 primary: -1; LYPLA2 counter: -8

What do the screens show for `O=C(NCCNc1ccc(Cl)cc1[N+](=O)[O-])c1ccccc1F`?
PAD4 FP inh: -6; PAFAH2 FP inh: 22; LYPLA1 inh: 2; GSTO1 counter: -4; PAFAH1B2 inh: -3; PAFAH1B3 FP inh: 7; pPAFAH FP inh: 2; PME-1 primary: 3; LYPLA2 counter: 12

How did COc1cc([C@@H]2[C@H]3CNCC=C3C(C#N)=C(N)C2(C#N)C#N)ccc1OC(C)C do in these assays?
PAD4 FP inh: -9; PAFAH2 FP inh: 0; LYPLA1 inh: -3; GSTO1 counter: -3; PAFAH1B2 inh: 1; PAFAH1B3 FP inh: -3; pPAFAH FP inh: 2; PME-1 primary: 4; LYPLA2 counter: 3

How did Cc1ccc(-n2c(SCC(=O)N3CCCCC3)nc(O)cc2=O)cc1 do in these assays?
PAD4 FP inh: 4; PAFAH2 FP inh: 6; LYPLA1 inh: 1; GSTO1 counter: 9; PAFAH1B2 inh: -4; PAFAH1B3 FP inh: 10; pPAFAH FP inh: 10; PME-1 primary: -6; LYPLA2 counter: 2

How did Cc1cccc(NCC(=O)NNC(=S)Nc2ccccc2)c1 do in these assays?
PAD4 FP inh: -1; PAFAH2 FP inh: 2; LYPLA1 inh: -2; GSTO1 counter: -2; PAFAH1B2 inh: 4; PAFAH1B3 FP inh: -2; pPAFAH FP inh: 3; PME-1 primary: -1; LYPLA2 counter: 0

What do the screens show for `O=C1/C(=C/c2ccco2)Oc2c1ccc(O)c2CN1CCCCC1`?
PAD4 FP inh: -1; PAFAH2 FP inh: 10; LYPLA1 inh: -8; GSTO1 counter: 31; PAFAH1B2 inh: 4; PAFAH1B3 FP inh: 17; pPAFAH FP inh: 37*; PME-1 primary: -22; LYPLA2 counter: -12

What do the screens show for `O=C(CN1CCN(S(=O)(=O)c2ccccc2F)CC1)NCC1(N2CCOCC2)CCCCC1`?
PAD4 FP inh: 1; PAFAH2 FP inh: -5; LYPLA1 inh: 0; PAFAH1B2 inh: 5; PAFAH1B3 FP inh: 13; pPAFAH FP inh: -1; PME-1 primary: 7; LYPLA2 counter: 2

What do the screens show for `Cc1ccccc1-c1nc(CS(=O)(=O)CC(=O)NCc2ccc3c(c2)OCO3)c(C)o1`?
PAD4 FP inh: 3; PAFAH2 FP inh: 3; LYPLA1 inh: 3; GSTO1 counter: 7; PAFAH1B2 inh: 3; PAFAH1B3 FP inh: 9; pPAFAH FP inh: 2; PME-1 primary: 3; LYPLA2 counter: 9

What do the screens show for `CCOC1(OCC)N=C(N)C2(C#N)C(c3cccc(C)c3)C12C#N` (stereo not given)?
PAD4 FP inh: -3; PAFAH2 FP inh: 0; LYPLA1 inh: 3; GSTO1 counter: -3; PAFAH1B2 inh: 4; PAFAH1B3 FP inh: 5; pPAFAH FP inh: 4; PME-1 primary: 7; LYPLA2 counter: 11

Results for CN(C)c1ccc(SC#N)cc1 ?
PAD4 FP inh: 0; PAFAH2 FP inh: 0; LYPLA1 inh: -2; GSTO1 counter: 7; PAFAH1B2 inh: 0; PAFAH1B3 FP inh: 3; pPAFAH FP inh: 5; PME-1 primary: -7; LYPLA2 counter: -1

What do the screens show for `COc1cccc(Nc2nc(NCC3CCCO3)c3ccccc3n2)c1` (stereo not given)?
PAD4 FP inh: -4; PAFAH2 FP inh: 5; LYPLA1 inh: -2; GSTO1 counter: 2; PAFAH1B2 inh: 0; PAFAH1B3 FP inh: 5; pPAFAH FP inh: 12; PME-1 primary: -20; LYPLA2 counter: -5

What do the screens show for `CCOc1ccccc1CNC(=O)c1c([N+](=O)[O-])c(C)nn1C`?
PAD4 FP inh: 1; PAFAH2 FP inh: 0; LYPLA1 inh: 2; GSTO1 counter: 3; PAFAH1B2 inh: 8; PAFAH1B3 FP inh: 8; pPAFAH FP inh: -1; PME-1 primary: 4; LYPLA2 counter: -3

What do the screens show for `COC(=O)[C@]1(C)N[C@H](CN(C)C(=O)COc2ccccc2)[C@@H]2C(=O)N(C)C(=O)[C@@H]21`?
PAD4 FP inh: -5; PAFAH2 FP inh: 0; PAFAH1B2 inh: 4; PAFAH1B3 FP inh: 12; pPAFAH FP inh: 1

Results for Cn1c(N)c(N=Nc2ccc(S(N)(=O)=O)cc2)c(=O)n(C)c1=O ?
PAD4 FP inh: -5; PAFAH2 FP inh: -4; LYPLA1 inh: -2; GSTO1 counter: 4; PAFAH1B2 inh: 11; PAFAH1B3 FP inh: 7; pPAFAH FP inh: -5; PME-1 primary: 3; LYPLA2 counter: -7

How did O=[N+]([O-])c1ccc(O)c(N=Cc2sc3ccccc3c2O)c1 do in these assays?
PAD4 FP inh: -11; PAFAH2 FP inh: 33*; LYPLA1 inh: -13; GSTO1 counter: -2; PAFAH1B2 inh: -5; PAFAH1B3 FP inh: 3; pPAFAH FP inh: 14; PME-1 primary: -22; LYPLA2 counter: -20

What do the screens show for `CC(C)CC(=O)OC1C(N2CCOCC2)c2c(ccc(/C=C/C(=O)N3CCOCC3)c2O)OC1(C)C` (stereo not given)?
PAD4 FP inh: -6; PAFAH2 FP inh: -2; LYPLA1 inh: 5; GSTO1 counter: 1; PAFAH1B2 inh: 2; PAFAH1B3 FP inh: 6; pPAFAH FP inh: 0; PME-1 primary: -1; LYPLA2 counter: 4

What do the screens show for `O=C(NNC(=O)c1ccc([N+](=O)[O-])cc1)c1ccncc1`?
PAD4 FP inh: 1; PAFAH2 FP inh: 1; LYPLA1 inh: -4; GSTO1 counter: -3; PAFAH1B2 inh: 7; PAFAH1B3 FP inh: 7; pPAFAH FP inh: 1; PME-1 primary: 4; LYPLA2 counter: -2

Results for Cc1ccc(CN2CCCN(C)CC2)c(C)c1 ?
PAD4 FP inh: 0; PAFAH2 FP inh: 4; LYPLA1 inh: -1; GSTO1 counter: 1; PAFAH1B2 inh: 0; PAFAH1B3 FP inh: 4; pPAFAH FP inh: 0; PME-1 primary: -1; LYPLA2 counter: 1

What do the screens show for `O=C(O)c1ccc(COc2ccccc2C=C2C(=O)c3ccccc3C2=O)cc1`?
PAD4 FP inh: -16; PAFAH2 FP inh: 12; LYPLA1 inh: -3; GSTO1 counter: 5; PAFAH1B2 inh: 7; PAFAH1B3 FP inh: -1; pPAFAH FP inh: -1; PME-1 primary: -1; LYPLA2 counter: 5

What do the screens show for `O=C1c2ccccc2C(=O)N1CCc1nc2ccccc2c(=O)n1Cc1ccco1`?
PAD4 FP inh: 0; PAFAH2 FP inh: 5; LYPLA1 inh: 1; GSTO1 counter: -2; PAFAH1B2 inh: -2; PAFAH1B3 FP inh: 1; pPAFAH FP inh: 1; PME-1 primary: 7; LYPLA2 counter: -4

How did O=C(NCC(=O)N1CCCC1C(=O)O)OC1CCCCC1 (stereo not given) do in these assays?
PAD4 FP inh: 3; PAFAH2 FP inh: 0; LYPLA1 inh: -1; GSTO1 counter: 1; PAFAH1B2 inh: 3; PAFAH1B3 FP inh: 3; pPAFAH FP inh: -1; PME-1 primary: -2; LYPLA2 counter: 0

Results for Cc1ccc(OCC(=O)OCC(=O)NC2CCCC2)cc1C ?
PAD4 FP inh: -2; PAFAH2 FP inh: -3; LYPLA1 inh: 2; PAFAH1B2 inh: -1; PAFAH1B3 FP inh: 8; pPAFAH FP inh: 12; PME-1 primary: -2; LYPLA2 counter: 3

How did O=C(O)c1ccc(N=Nc2c(O)[nH]c3cc(Cl)ccc23)cc1 do in these assays?
PAD4 FP inh: -4; PAFAH2 FP inh: 5; LYPLA1 inh: 6; GSTO1 counter: -7; PAFAH1B2 inh: 10; PAFAH1B3 FP inh: 13; pPAFAH FP inh: 5; PME-1 primary: 53*; LYPLA2 counter: 2

Only part of the results is shown; rates above refer to the full screens.
